PAD4 FP inh: inhibitors of human PAD4. recombinant PAD4, RCA probe fluorescence polarization. inhibition, % at 6.36 µM. AID 485272. 0.41% of 330,000 active;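 active means percent inhibition above a cutoff equal to the mean of all tested compounds plus 3 SD, cut at about 15% in these data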;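 further: 0% = PAD4 with RCA probe and DMSO and 100% = probe without PAD4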
PME-1 primary: PME-1 (human) inhibition. Q9Y570. recombinant PME-1, FP-Rh probe fluorescence polarization. inhibition, % at 5.9 µM. 0.53% of 320,000 active;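 active means inhibition above the campaign mean of all compounds plus 3 SD, cut at about 26% in these data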;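 further: competitive labeling of PME-1 active site by serine hydrolase directed probe; 0% = PME-1 with DMSO and 100% = wells lacking PME-1 enzyme; inhibitors block probe labeling so polarization falls and inhibition rises; many of its hits are not listed in these tables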
PREPL inh: inhibits the human prolyl oligopeptidase-like enzyme; Q4J6C6; recombinant PREPL, fluorescence polarization activity-based probe; inhibition, % at 5.96 µM; 0.68% of 320,000 active; in the data active means inhibition above about 43%;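 further: 0% = enzyme with DMSO and 100% = wells lacking enzyme; many of its hits are not listed in these tables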
LYPLA2 counter: blocks human lysophospholipase 2, a PME1 counter-screen; recombinant LYPLA2, FP-Rh probe fluorescence polarization; inhibition, % at 5.9 µM; 0.38% of 320,000 active;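 active means inhibition above the screen-wide mean plus 3 SD, limit set per campaign, cut at about 26% in these data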;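 further: 0% = LYPLA2 with DMSO and 100% = wells lacking LYPLA2 enzyme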
GSTO1 counter: GSTO1 inhibition, counter-screen for RBBP9 inhibitors; P78417; recombinant GSTO1, activity-based probe fluorescence polarization; inhibition, % at 5.96 µM; 1.1% of 300,000 active;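 active means inhibition above the campaign mean inhibition plus 3 SD, cut at about 35% in these data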;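 further: 0% = GSTO1-1 with DMSO and 100% = wells lacking GSTO1-1 enzyme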
Target sequence (P78417 whole entry, looked up): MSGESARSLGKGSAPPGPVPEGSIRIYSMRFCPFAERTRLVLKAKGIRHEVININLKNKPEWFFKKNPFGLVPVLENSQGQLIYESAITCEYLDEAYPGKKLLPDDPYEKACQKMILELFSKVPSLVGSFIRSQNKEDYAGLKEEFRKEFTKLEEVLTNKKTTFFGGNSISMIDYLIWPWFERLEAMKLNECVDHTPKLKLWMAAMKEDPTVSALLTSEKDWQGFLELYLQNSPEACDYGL
PAFAH1B3 FP inh: PAFAH1B3 (human) inhibition; Q15102; recombinant PAFAH1B3, FP-rhodamine probe, fluorescence polarization; inhibition, % at 3.39 µM; 0.28% of 340,000 active;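 active means inhibition above the screen-wide average of all tested compounds plus 3 SD, cut at about 25% in these data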;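 further: 0% = enzyme with DMSO only and 100% = wells lacking PAFAH1B3 protein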
PAFAH1B2 FP inh: PAFAH1B2 (human) inhibition. AID 492953. P68402. 1.2% of 340,000 active. inhibition, % at 3.39 µM. recombinant PAFAH1B2, FP-rhodamine activity probe, fluorescence polarization;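 active means inhibition above the mean of all tested compounds plus 3 SD, cut at about 24% in these data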;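 further: 0% = enzyme with DMSO and 100% = wells lacking PAFAH1B2; many of its hits are not listed in these tables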
Target sequence (P68402 whole entry, looked up): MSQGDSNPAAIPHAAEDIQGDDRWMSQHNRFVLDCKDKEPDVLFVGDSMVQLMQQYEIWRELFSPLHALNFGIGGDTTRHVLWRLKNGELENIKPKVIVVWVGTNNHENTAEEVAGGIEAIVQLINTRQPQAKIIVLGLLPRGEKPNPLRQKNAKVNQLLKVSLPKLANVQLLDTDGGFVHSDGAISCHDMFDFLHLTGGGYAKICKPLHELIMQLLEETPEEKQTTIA
LYPLA1 inh: LYPLA1 (human) inhibition in PME1 counter-screen; recombinant LYPLA1, FP-Rh probe fluorescence polarization; inhibition, % at 5.9 µM; 0.16% of 320,000 active; AID 2174;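 active means inhibition above the mean of all tested compounds plus 3 SD, set per campaign, cut at about 14% in these data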;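 further: inhibitors block serine hydrolase probe labeling of LYPLA1 so polarization falls; 0% = enzyme with DMSO and 100% = wells lacking LYPLA1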
pPAFAH inh: pPAFAH (human) enzyme inhibition. 1.5% of 330,000 active. recombinant pPAFAH, FP-rhodamine probe fluorescence polarization. Q13093. inhibition, % at 3.39 µM. AID 463082;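 active means inhibition above the mean inhibition across the screen plus 3 SD, cut at about 25% in these data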;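 further: inhibitors block binding of the rhodamine activity-based probe so polarization drops; 0% = enzyme with DMSO and 100% = wells lacking pPAFAH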
Target sequence (Q13093 whole entry, looked up): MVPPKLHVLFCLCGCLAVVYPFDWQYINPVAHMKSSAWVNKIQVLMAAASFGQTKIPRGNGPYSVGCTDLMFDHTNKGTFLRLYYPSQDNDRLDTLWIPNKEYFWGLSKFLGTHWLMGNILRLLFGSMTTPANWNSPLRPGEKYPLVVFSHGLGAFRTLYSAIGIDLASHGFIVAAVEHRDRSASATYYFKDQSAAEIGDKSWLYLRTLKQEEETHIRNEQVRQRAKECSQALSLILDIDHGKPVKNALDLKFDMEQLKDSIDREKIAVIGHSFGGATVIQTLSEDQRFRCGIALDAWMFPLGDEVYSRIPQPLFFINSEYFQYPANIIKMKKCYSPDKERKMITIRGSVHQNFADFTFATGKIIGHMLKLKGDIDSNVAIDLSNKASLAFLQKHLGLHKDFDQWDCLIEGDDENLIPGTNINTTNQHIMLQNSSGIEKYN
Starred values were filed as active, the others as inactive; · = no result given.

SMILES	PAD4 FP inh	PME-1 primary	PREPL inh	LYPLA2 counter	GSTO1 counter	PAFAH1B3 FP inh	PAFAH1B2 FP inh	LYPLA1 inh	pPAFAH inh
NC(=O)c1c(NC(=O)c2ccccc2)sc2c1CCc1ccccc1-2	-2	-5	21	0	8	12	4	-1	-1
CSCCC(N=C(NS(=O)(=O)c1ccc(C)cc1)c1ccccc1)C(=O)O (configuration not stated)	0	1	6	2	2	8	4	1	2
NC(=O)CC(NC(=O)Cc1cccc2ccccc12)c1ccc(NCc2cc(F)ccc2F)c([N+](=O)[O-])c1 (configuration not stated)	1	-5	6	-3	-5	-4	-6	-6	-1
Cc1ccc2c(CN3C(=O)NC(C)(c4ccc5c(c4)OCO5)C3=O)cc(=O)oc2c1 (configuration not stated)	-2	1	0	-2	-3	3	3	-2	1
COCc1nnc(NC(=O)c2ccc3c(c2)OCO3)s1	-2	7	2	0	3	3	3	2	3
CCOC(=O)N1CCN(S(=O)(=O)c2ccc(C(=O)N(CCN(C)C)c3nc4c(C)cccc4s3)cc2)CC1	2	-3	-1	2	8	-1	1	2	-3
O=C(N/N=C/c1ccc([N+](=O)[O-])o1)c1cn(-c2ccccc2)nc1-c1ccc(Cl)cc1	-1	-1	13	-3	-2	-2	-1	-8	11
CCC(=O)c1ccc(OCC(O)Cn2nc(C)cc2C)cc1 (configuration not stated)	-5	-1	3	-4	-7	1	6	-1	2
O=C(O)[C@H]1Cc2ccccc2CN1S(=O)(=O)c1ccc(F)cc1	2	-8	-6	3	4	1	7	3	3
N#CC1=C(N)N(c2ccc(Br)cc2)C2=C(C(=O)CCC2)C1c1cccnc1 (configuration not stated)	-1	2	20	6	16	4	7	2	4
CCCCC(=O)Nc1cccc(-c2ccc3nncn3n2)c1	1	0	-3	11	-3	15	0	3	4
O=C(Cc1ccccc1)N/N=C/c1ccc[nH]1	-4	-1	16	-2	2	9	2	2	-1
CC(=O)N(C)c1ccc(NCc2cc(=O)oc3cc(C)c(O)cc23)cc1	-2	5	18	-1	1	-1	3	2	4
O=C(N/N=C/c1cccc(C(F)(F)F)c1)c1ccc(O)cc1	-4	-8	-10	-5	-1	5	1	-4	3
CCOC(=O)CNCCC(=O)c1ccc(Br)cc1	-4	2	-12	3	-2	10	13	1	1

Copied from the list.
`N#CC1=C(N)N(c2ccc(Br)cc2)C2=C(C(=O)CCC2)C1c1cccnc1` (configuration not stated) @ PAFAH1B3 FP inh: 4
`CCCCC(=O)Nc1cccc(-c2ccc3nncn3n2)c1` @ PAD4 FP inh: 1

More results follow.
SMILES	PAD4 FP inh	PME-1 primary	PREPL inh	LYPLA2 counter	GSTO1 counter	PAFAH1B3 FP inh	PAFAH1B2 FP inh	LYPLA1 inh	pPAFAH inh
CN(C)c1ccc(NC(=O)c2ccc3nsnc3c2)cc1	-2	1	12	-4	-3	4	3	0	-6
CC(Oc1cccc(Cl)c1)C(=O)NCc1ccc(S(N)(=O)=O)cc1 (configuration not stated)	2	7	10	4	2	-1	8	0	1
O=C(COC(=O)CNC(=O)c1ccc(Br)o1)Nc1ccccc1OC(F)F	-2	-2	2	-5	2	4	1	0	2
O=C(O)c1cc(OCc2ccccc2)cc(OCc2ccccc2)c1	3	-2	7	3	4	2	29*	-4	23
Cc1cc(Br)ccc1NC(=O)CN1CCN(c2ccccn2)CC1	0	3	24	2	1	3	7	1	1
O=C(c1cccc(C(F)(F)F)c1)C1CCCN(Cc2ccc(OCCO)cc2)C1 (configuration not stated)	3	-4	-2	1	-12	-2	3	4	2
O=C1CC(c2ccncc2)c2cc3c(cc2N1)OCO3 (configuration not stated)	2	8	-1	1	-1	5	-2	1	2
COc1ccc(OC)c(-c2cc(C(=O)N/N=C/c3cc(OC)c(OC)cc3OC)c3ccccc3n2)c1	2	3	14	-1	-4	8	0	-4	8
C/C(=N\NC(=O)c1ccncc1)c1ccc(N2CCOCC2)cc1	-2	-3	-5	-4	·	-1	1	0	-3
COc1ccc(Cn2nnnc2CN2CCC(c3nc4ccccc4s3)CC2)cc1	1	4	-13	0	4	0	-2	-1	3
CCOC(=O)c1c(-c2ccccc2)csc1NC(=O)CCN1CCOCC1	-6	6	4	2	4	8	-2	4	10
Cc1c(NC(=O)Nc2ccc(Cl)cc2)c(=O)n(-c2ccccc2)n1C	4	-2	6	5	1	-3	0	2	0
COC(=O)C1(C)CC1(c1ccccc1)c1ccccc1 (configuration not stated)	0	2	-9	8	-3	9	6	2	-6
COc1ccc(-c2nc3ccccn3c2/N=C/c2ccc(OC)c(OC)c2)cc1O	-4	-3	5	-11	0	4	0	1	-3
Cc1ccc(-c2nnc3n2N=C(c2ccccc2Br)CS3)cc1	4	4	-4	0	-7	11	1	-3	13
Cc1cc(C)cc(NC(=O)c2ccc(NC(=O)C3C4CC5OC(=O)C3C5C4)cc2)c1 (configuration not stated)	3	-4	5	0	-1	4	2	-6	-2
COc1cc(NC(=O)Cn2cnc(S(=O)(=O)N3CCOCC3)c2)cc(OC)c1OC	1	-4	-4	3	-1	9	0	0	7
CC(C)(C)c1ccc(S(=O)(=O)N2CCCCC2C(=O)NCc2ccccn2)cc1 (configuration not stated)	-3	-6	-2	3	0	4	2	1	-1
CC(C)(C)OC(=O)N1CCCN(C(=O)Nc2cccc(Cl)c2)CC1	2	2	7	5	0	·	·	1	-4
O=[N+]([O-])c1cccc2ccc(N3CCOCC3)nc12	-1	2	4	0	0	1	-3	5	0
O=C(COC(=O)c1cccc(OC(F)F)c1)Nc1cccc(S(=O)(=O)N2CCCC2)c1	-3	·	12	·	·	-3	-2	·	14
CCOC(=O)c1ccc(S(=O)(=O)NNC(=O)COc2ccc(C)cc2)cc1	0	-2	-6	3	-2	3	12	0	5
CN(C)c1ccc(CNc2ncnc3sccc23)cc1	-5	-6	17	0	15	-2	-4	-2	8
COc1ccc(CCC(=O)Nc2ccc3c(c2)OCCO3)cc1	-81	-125	-435	-87	-110	4	0	-22	-29
CC(=O)N1CC2(NC(=O)c3ccccc3N2)c2ccccc21 (configuration not stated)	0	5	-6	-2	4	2	0	0	-4
COc1ccc(-c2cc(C)no2)cc1S(=O)(=O)N1CC(=O)Nc2ccccc21	1	-1	-4	15	3	2	2	1	7
COc1cccc(-c2nc(CS(=O)(=O)CC(=O)Nc3ccc(F)cc3F)c(C)o2)c1	-1	0	3	6	2	4	3	0	-1
COc1ccc(C2OC(=O)CC2C(=O)NC(C)C)cc1 (configuration not stated)	-3	3	1	5	-2	4	4	2	6
Cc1cc(C)c(NC(=O)COC(=O)/C=C/c2cccc(C(F)(F)F)c2)c(C)c1	8	1	-4	2	2	-3	-7	2	5
c1ccc(-c2ccccc2OCCCN2CCOCC2)cc1	-2	3	-7	-3	0	-7	6	-1	4
Cc1onc(-c2ccccc2)c1-c1n[nH]c(=S)n1-c1ccccc1Cl	0	4	12	5	9	10	2	4	-2
COc1ccc(/C=N/n2cncn2)cc1Cn1cc([N+](=O)[O-])cn1	-2	2	6	1	3	·	·	1	-2
COC(=O)c1sc(N)c(C(=O)OC)c1COC(=O)CNS(=O)(=O)c1ccc(C)cc1	2	3	2	-5	1	0	0	-3	4
O=c1[nH]c(C2CCN(S(=O)(=O)Cc3ccccc3)CC2)nc2c1nnn2Cc1cccc(Cl)c1	2	12	1	1	32	0	1	-1	8
COc1ccc(N2CCN(C(C)C(=O)N3CCCC3)CC2)cc1 (configuration not stated)	0	-4	12	0	-18	4	6	0	-1
COc1ccc2c(c1)-c1nc(NC(=O)c3cccs3)sc1CC2	-6	9	6	-2	-5	2	1	-5	0
CCOC(=O)c1c(NC(=S)N2CCOCC2)sc2c1CCN(C(=O)OCC)C2	1	2	12	4	-3	·	·	1	9
Cc1cccc2sc(NNC(=O)c3cc(-c4cccs4)nc4ccccc34)nc12	0	1	7	-9	-16	8	-1	-8	10
CCCCCn1nc(C)c(/C=N/NC(=O)c2ccoc2C)c1C	-1	-5	18	5	-5	13	8	0	1
CCn1c(=S)sc2c(=O)n(CC(=O)Nc3cccc(Br)c3)c(C)nc21	-1	-8	-8	-12	-5	-9	-2	-13	4
[S-]c1nnc(-c2ccc(Br)cc2)n1-c1ccccc1.[Zn+2]	1	1	-4	4	-3	-2	3	2	3
Cc1nn(C)c(Cl)c1C(=O)NCC(=O)Nc1ccc(C(C)C)cc1	1	-5	1	4	-2	-3	0	-2	0
Cc1ccc(OCC(O)CNCc2ccc(F)cc2)cc1 (configuration not stated)	-6	-3	-1	6	2	-2	2	1	3
N/C(=N/O)C(c1ccccc1)c1ccccc1	-2	9	3	3	5	10	9	-1	2
CC1CN(S(=O)(=O)c2cccc(C(=O)Nc3ccccc3N3CCCC3)c2)CC(C)O1 (configuration not stated)	-1	-1	17	7	11	-2	0	6	4
COc1cccc(C2=CC(=O)C[C@H](c3ccc4c(c3)OCO4)C2)c1OC	-4	3	16	-3	·	-1	2	0	4
COC(=O)c1ccccc1COn1c(=O)c[n+]([O-])c2ccccc21	-6	-1	1	-2	-6	7	0	-2	1
COc1ccc(OCC(N)=O)cc1	-1	-2	-8	-2	11	4	-3	1	3
CCc1nnc(NS(=O)(=O)c2ccc(NC(=O)Nc3ccc(OC)cc3)cc2)s1	-5	-4	6	-8	2	13	8	-3	3
COc1ccc(NC(=O)c2ccc(-c3ccc(-c4noc(C)n4)cc3C)cc2)cc1N1CCN(C)CC1	-1	7	76*	2	3	9	4	3	4
Cc1ccc2c(n1)sc1c(N)ncnc12	-1	7	21	6	1	-2	2	1	3
Cc1oc(-c2ccccc2)nc1Cn1cccc1C1=NC(c2ccccc2)CO1 (configuration not stated)	6	-7	-32	-2	5	3	1	1	3
Cn1cc(C(=O)N2CCN(c3ccccc3)CC2)c(=O)c2cc(S(=O)(=O)N3CCOCC3)ccc21	9	-1	7	15	-1	1	3	6	1
COc1cc(CNCC(C)C)cc(Br)c1OCC(=O)Nc1ccccc1	-2	5	-9	-2	-10	8	-1	-2	4
COc1ccc(CNC(=O)C2CCCN(S(=O)(=O)N3CC(C)CC(C)C3)C2)c(OC)c1 (configuration not stated)	3	3	16	2	-2	7	8	1	3
O=C(CN(Cc1ccccc1Cl)C(=O)c1csnn1)NCc1ccccc1	0	-7	-3	-5	1	8	1	0	4
CC(C)N(CCNC(=O)C1CCC(=O)N1Cc1ccc(F)cc1)Cc1ccccc1 (configuration not stated)	1	-9	5	5	9	-1	6	2	-4
COc1ccc(Cc2nnc(SCC(=O)c3ccc4c(c3)OCO4)o2)cc1	0	-3	-11	-5	17	4	4	-1	4
Cc1c(NC(=O)CSc2nnc(-c3cccc(Cl)c3)o2)c(=O)n(-c2ccccc2)n1C	1	-1	3	-8	13	2	-2	0	2
CC1=CC(=C(C#N)c2nc3ccccc3s2)C=C(C)N1CC1CCCO1 (configuration not stated)	-3	26	14	9	6	7	2	5	23
NC(=O)c1ccsc1NC(=O)COC(=O)c1cc(=O)[nH]c2ccccc12	0	-6	-20	-4	17	5	-1	-3	3
Cc1cccc(C)c1N(CC(=O)NCc1ccco1)C(=O)CNS(=O)(=O)c1ccc(F)cc1	3	-2	1	1	5	1	8	-5	5
COc1cc(-c2n[nH]c(=S)n2-c2cc(C(F)(F)F)ccc2Cl)cc(OC)c1OC	-1	-1	-11	6	1	3	4	2	-3

Fetched by compound from the list above (two):
SMILES	PAD4 FP inh	PME-1 primary	PREPL inh	LYPLA2 counter	GSTO1 counter	PAFAH1B3 FP inh	PAFAH1B2 FP inh	LYPLA1 inh	pPAFAH inh
COc1ccc(CCC(=O)Nc2ccc3c(c2)OCCO3)cc1	-81	-125	-435	-87	-110	4	0	-22	-29
CCOC(=O)CNCCC(=O)c1ccc(Br)cc1	-4	2	-12	3	-2	10	13	1	1

Source: PubChem BioAssay

These rows are one share of the data; the hit share may differ from the screen's.
